Bim-Bfl-1: disrupts Bim binding to human Bfl-1 | Bead-based flow cytometry, Bim-Bfl-1 binding inhibition | inhibition, % at 10 µM | 190,000 tested, 0.12% active | AID 1008;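 further: 0% = wells without compound plus tracer and 100% = blocker peptide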
Bcl-XL Bim block: human Bim-Bcl-XL interaction inhibition; Q07817; Bim peptide-Bcl-XL binding, bead flow cytometry, fluorescence; inhibition, % at 10 µM; 190,000 tested, 0.04% active; AID 1007
Target sequence (Q07817 whole entry, looked up): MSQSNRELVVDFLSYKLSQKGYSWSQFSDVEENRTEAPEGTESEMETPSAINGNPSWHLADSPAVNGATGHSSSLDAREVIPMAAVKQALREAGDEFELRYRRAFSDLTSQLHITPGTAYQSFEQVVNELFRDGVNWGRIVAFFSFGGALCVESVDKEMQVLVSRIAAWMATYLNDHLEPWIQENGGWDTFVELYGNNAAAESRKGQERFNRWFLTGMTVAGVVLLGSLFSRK
RGS4-Gao reg: modulates binding of RGS4 to human Galphao. binding response (% of control), % at 10 µM. Multiplexed bead flow cytometry; actives lie on both sides. P09471. 220,000 tested, 0.33% active; in the data active means binding response below about 49% or above about 150%; inactive means in between;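 further: fluorescent Galphao activated with aluminum fluoride binding bead-coupled RGS4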
Target sequence (P09471 whole entry, looked up): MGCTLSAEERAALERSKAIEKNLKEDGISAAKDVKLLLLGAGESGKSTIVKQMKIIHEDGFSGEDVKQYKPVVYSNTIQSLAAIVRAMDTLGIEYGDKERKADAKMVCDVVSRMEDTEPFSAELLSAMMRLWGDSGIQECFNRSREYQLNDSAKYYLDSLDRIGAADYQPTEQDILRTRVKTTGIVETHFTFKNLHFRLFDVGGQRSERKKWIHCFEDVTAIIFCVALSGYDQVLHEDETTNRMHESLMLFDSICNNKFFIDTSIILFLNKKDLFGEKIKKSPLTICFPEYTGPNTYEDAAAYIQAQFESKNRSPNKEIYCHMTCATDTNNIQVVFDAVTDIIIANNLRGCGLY
Mcl1 Noxa PPI: disrupts binding of human Mcl-1 to Noxa peptide; TR-FRET Mcl-1/Noxa peptide binding, 2 h; inhibition, % at 21.7 µM; 220,000 tested, 1.5% active;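 active means compounds that cut the protein-peptide binding signal by more than 50% relative to plate controls in a single-dose test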;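 further: His-tagged Mcl-1 with rhodamine Noxa BH3 peptide and terbium anti-His antibody; 0% = Mcl-1 plus Noxa peptide wells and 100% = peptide-only wells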
RGS8-Gao reg: human RGS8-Galphao interaction regulation; P09471; multiplexed bead flow cytometry, RGS8-Galphao binding; actives lie on both sides; response (percent of control binding), % at 10 µM; 220,000 tested, 0.34% active; in the data active means response below about 60% or above about 140%; inactive means in between;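 further: Galphao activated as the GDP aluminium fluoride complex binding bead-coupled RGS8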
Bcl-W Bim block: inhibitors of Bim-Bcl-W interaction, human. bead-based flow cytometry, Bim peptide-Bcl-W binding. inhibition, % at 10 µM. 190,000 tested, 0.02% active;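 further: 0% = bound tracer without compound and 100% = peptide blocker; higher means less fluorescent Bim peptide bound to Bcl-W beads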
Mcl1-Bid inh: Mcl-1/Bid interaction inhibition; TR-FRET Mcl-1/Bid-Dy647 peptide binding, 1536-well; 220,000 tested, 0.97% active; inhibition, % at 21.7 µM; Q07820; AID 1021;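 active means compounds that cut the binding signal by more than half at the single screening dose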;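 further: His-tagged Mcl-1 with europium anti-His antibody binding Bid BH3 peptide; 0% = Mcl-1 plus peptide wells and 100% = peptide-only wells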
RGS7-Gao: regulators of human RGS7-Galphao interaction. P09471. Multiplexed bead flow cytometry, RGS7-Galphao binding; actives lie on both sides. binding response (% of control), % at 10 µM. 220,000 tested, 0.35% active. AID 1439; in the data active means binding response below about 49% or above about 150%; inconclusive means no clear call, values can overlap the other calls; inactive means in between;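 further: fluorescent Galphao held in activated GDP-AlF4 state binding bead-coupled RGS7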
Bcl-B Bim block: disrupts Bim peptide binding to human Bcl-B | bead-based flow cytometry | 190,000 tested, 0.073% active | inhibition, % at 10 µM;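 further: 0% = tracer peptide without compound and 100% = reference inhibitor peptide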
Bim-Mcl-1: inhibitors of Bim-Mcl-1 interaction, human | 190,000 tested, 0.1% active | inhibition, % at 10 µM | Bead-based flow cytometry, Bim peptide-Mcl-1 binding | Q07820 | AID 1009;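 further: 0% = no compound tracer wells and 100% = peptide blocker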
Bim-Bcl-2: inhibitors of Bim-Bcl-2 interaction, human; P10415; Bead-based flow cytometry, Bim peptide-Bcl-2 binding; inhibition, % at 10 µM; 190,000 tested, 0.06% active; AID 950; in the data active means inhibition above about 40%; inconclusive means no clear call, values can overlap the other calls;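 further: 0% = no compound wells with probe peptide and 100% = reference peptide inhibitor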
Target sequence (P10415 whole entry, looked up): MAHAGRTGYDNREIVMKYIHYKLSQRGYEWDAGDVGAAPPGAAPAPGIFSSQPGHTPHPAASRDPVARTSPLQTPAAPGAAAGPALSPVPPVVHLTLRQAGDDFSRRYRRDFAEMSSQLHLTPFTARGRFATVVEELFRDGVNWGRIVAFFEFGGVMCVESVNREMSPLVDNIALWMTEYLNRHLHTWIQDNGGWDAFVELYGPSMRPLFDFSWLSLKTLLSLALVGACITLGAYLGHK
An asterisk follows results filed as active; u = inconclusive; x = not tested or not shown. Unless noted, no stated cut-off is given here; in the data, active means inhibition above about 40%. Outcome played no part in choosing rows; overall some 2.7% were active at least once.

item	RGS4-Gao reg	Bim-Mcl-1	Mcl1-Bid inh	RGS8-Gao reg	RGS7-Gao	Bcl-W Bim block	Bim-Bfl-1	Bim-Bcl-2	Bcl-B Bim block	Mcl1 Noxa PPI	Bcl-XL Bim block	SMILES
1	109	-2	-18	105	106	0	-4	0	-4	23	-2	COc1ccc(N2CCN(CC(=O)NC(=O)NC(C)(C)C)CC2)cc1
2	102	0	-13	101	103	0	-6	-8	-2	20	-2	CC(C)Oc1ccccc1C1CC(=O)Nc2c1c(=O)n(C)c(=O)n2C (centres undefined)
3	99	-2	-3	98	100	2	-3	3	-1	6	2	N#CCCN(C(=O)CCl)c1cccc(Cl)c1
4	134	x	-6	95	u	x	x	x	x	9	x	CCOC(=O)/C(C#N)=C/Nc1ccccc1OC(F)(F)F
5	98	0	1	101	99	1	-1	0	-2	6	0	O=Nc1c(O)n(Cc2ccc(Cl)c(Cl)c2)c2ccccc12
6	97	-4	19	97	99	-3	-3	0	0	27	-8	Cc1ccc(CSC(Nc2ccc(F)cc2)=C(C#N)C#N)cc1
7	104	-1	-8	101	101	-3	-5	-4	-6	13	-3	CCOc1ccc(C(=O)NC(=S)Nc2cccnc2)cc1[N+](=O)[O-]
8	100	x	-12	102	u	x	x	x	x	1	x	Cc1ccc(NNC(=O)c2c(F)cccc2Cl)cc1Cl
9	98	-1	-26	98	100	-1	-3	-2	-2	8	0	O=C(/C=C/c1ccccc1)NNC(=O)c1cccs1
10	97	0	-53	102	96	0	-2	-1	0	21	-3	COc1cc(/C=N/NC(=S)NCc2ccccc2)ccc1OCC#N
11	102	-2	-21	103	102	1	-13	-13	-7	x	-6	CC(C)C(C(=O)NCC1CCCO1)N(Cc1ccco1)C(=O)CNS(=O)(=O)c1ccccc1 (centres undefined)
12	102	-5	-21	107	104	-2	4	-4	-3	-3	-3	O=C(NCc1ccccn1)c1cc(-c2ccccc2Cl)nc2ccccc12
13	98	x	19	102	u	x	x	x	x	-7	x	CC(CN1CCN(Cc2ccccc2)CC1)OC(=O)c1ccco1 (centres undefined)
14	97	0	-48	97	89	0	-16	-18	-7	x	0	CC1(C)Oc2ccc3ccc(=O)oc3c2/C(=C/Nc2ccccn2)C1=O
15	98	-1	5	102	96	-1	0	-1	-6	10	-2	c1ccc2oc(-c3ccc4nc[nH]c4c3)nc2c1
16	79	x	1	89	u	x	x	x	x	0	x	CN(C)C=Nc1nonc1-c1ccccc1
17	103	-2	-9	104	104	-5	-1	-1	-4	28	-2	COc1ccc2[nH]c(C)c(CCNC(=S)Nc3cccc(C)c3)c2c1
18	99	1	-19	100	101	-5	-10	-3	-6	9	-2	CCOC(=O)C1(Cc2cccc(OC)c2)CCN(Cc2cc(OC)ccc2OC)CC1
19	100	-3	-6	101	101	-3	-20	-14	-9	0	-9	Cc1nn2c(=O)c(NC(=O)c3ccc(F)cc3)cnc2s1
20	107	x	-31	105	u	x	x	x	x	6	x	Cc1onc(-c2c(F)cccc2Cl)c1C(=O)ONC(=O)c1ccco1
21	101	-3	-5	102	103	0	1	0	-3	8	-2	Cc1ccc2c(c1)N(CC(=O)N1CCCc3ccccc31)C(=O)C(C)O2 (centres undefined)
22	97	0	13	101	100	0	-1	0	0	-3	0	CCCOC(=O)c1ccc(NS(=O)(=O)c2cccs2)cc1
23	104	-3	-11	105	105	1	-6	-11	-13	8	-4	Cc1ccc(-c2nc(=S)c3c(n2Cc2ccco2)CC(C)(C)OC3)cc1
24	99	-10	78*	98	101	-4	-4	-2	-5	61*	-9	O=C(c1ccco1)N1C(=O)c2cccc3c(S(=O)(=O)N4CCCC4)ccc1c23
25	98	-6	-91	97	103	-3	-1	-5	-9	-22	-9	Cc1ccc(S(=O)(=O)c2nc(-c3cccs3)oc2NCCCN(C)C)cc1
26	106	0	-54	103	106	-1	-11	-7	-7	-36	-4	COc1cccc2sc(Nc3nnc(-c4ccccc4Cl)o3)nc12
27	102	x	-6	101	u	x	x	x	x	14	x	O=C(NCCc1cccs1)C1CC1
28	104	9	-47	115	106	8	16	9	4	-4	12	COc1ccc(-c2nc3c(c4nnc(SC(C)C(=O)Nc5ccccc5)n24)COC(C)(C)C3)cc1 (centres undefined)
29	107	1	-19	101	112	0	-6	0	2	17	1	CSc1nc2c(cc1C#N)CCCCC2
30	99	-5	-18	100	98	-3	-6	-4	-3	9	-3	CCCCCc1c(O)nc(SCCN(CC)CC)[nH]c1=O
31	97	1	-23	98	96	0	-6	-2	-2	8	-1	Nc1nnc(-c2cccc([N+](=O)[O-])c2)s1
32	99	-7	-64	100	98	-1	8	0	5	-5	-1	Cc1cc(C)cc(NC(=S)NCc2ccc(F)cc2)c1
33	102	-4	-42	102	101	-3	-14	-12	-7	13	-7	Cc1c(C(=O)NC(C)CN2CCCCC2)oc2ccccc12 (centres undefined)
34	92	-6	-10	95	95	-1	0	3	-5	-5	-4	O=C(COC(=O)c1ccc(Cl)c([N+](=O)[O-])c1)Nc1ccccc1OC(F)F
35	103	-15	-19	102	99	0	0	-1	-3	6	-1	O=C(NCCOc1ccccc1)c1ccccc1NC(=O)C1CCCO1 (centres undefined)
36	103	-4	20	105	99	-1	-14	-8	-8	6	-9	CCC(C)(C)NC(=O)C(c1ccc(C)cc1)N(CC1CCCO1)C(=O)CNC(=O)c1cccs1 (centres undefined)
37	101	-3	-22	99	102	-3	-2	-4	-1	-26	-2	COc1ccc(NC(=O)Cn2c(=O)n(Cc3ccco3)c(=O)c3ccccc32)cc1
38	82	0	5	89	87	-1	-7	0	-5	5	-4	CCCOc1ccc(N2C(=O)CC(SCCc3nc4ccccc4[nH]3)C2=O)cc1 (centres undefined)
39	97	1	-14	99	94	-1	-3	0	0	-32	0	Cc1cc(NC(=O)CCC(=O)N(c2ccc(F)cc2)C2(C(=O)NC3CCCCC3)CCCC2)no1
40	94	0	-75	98	97	2	0	1	0	8	-2	O=C(CN(C(=O)CNS(=O)(=O)c1ccccc1)c1ccc2c(c1)OCCO2)NCc1ccco1
41	97	-4	-22	102	102	-3	-2	0	0	4	-4	Cc1ccc(Cl)cc1N1CCN(C(=O)COc2ccc3c(c2)CCC3)CC1
42	98	-3	-14	99	98	0	-18	-11	-12	9	-1	Cc1cc(=O)oc2cc(OCC3CC(c4ccccc4)=NO3)ccc12 (centres undefined)
43	90	-1	-19	96	90	-1	-3	-2	-1	-37	-4	Cc1cccn2c(=O)c(C=Nc3ccccc3)c(NCCO)nc12
44	106	-4	4	104	103	-6	-13	-10	-5	3	-8	Cc1cc(C)c[n+](C(C)C(=O)c2ccc(-c3ccccc3)cc2)c1 (centres undefined)
45	91	-4	-7	99	93	-1	-13	-7	-5	4	-24	Cc1ccc(S(=O)(=O)N2CCN(C(=O)COC(=O)c3cc(C)oc3C)CC2)cc1
46	102	2	-3	100	97	1	0	0	0	15	0	Cc1cccc(N2CCN(C(=O)CSCc3c(C)noc3C)CC2)c1C
47	98	-3	-27	96	100	-2	-3	-1	-3	-23	-1	CNC(=S)NCC(O)c1ccc([N+](=O)[O-])cc1 (centres undefined)
48	101	x	-8	98	98	x	x	u	x	-18	x	CC(C)Cn1c(N)c(C(=O)CSc2ncnc3sc4c(c23)CCCC4)c(=O)n(C)c1=O
49	58	1	-3	76	60	1	-6	-3	-3	8	-10	Cc1cc(C(=O)Nc2ccc3c(c2)OCO3)cs1
50	107	1	-92	104	95	2	-3	-1	2	1	0	COC(=O)[C@H](CCSC)NC(=O)NCc1ccc(S(N)(=O)=O)cc1
51	104	-1	8	102	103	-3	0	1	-5	14	-4	Cc1ccc2c(CSc3nnc4ccccn34)cc(=O)oc2c1C
52	99	2	-14	103	100	3	-3	-3	-1	-7	-2	Cc1ccc2c(c1)C(c1ccncc1)=NNC(c1cccnc1)=N2
53	99	0	-15	100	96	-1	0	1	0	-1	0	COc1ccc(C(=O)N/C(=C/c2cccs2)C(=O)NCCCn2ccnc2)cc1OC
54	100	-1	-12	106	101	0	1	2	-2	-2	-4	O=C(Nc1cc(Sc2ccccn2)cc([N+](=O)[O-])c1)c1cccc(F)c1
55	99	-2	-20	103	104	-5	-1	-2	-3	12	-3	CCN(CC)S(=O)(=O)c1ccc(OCCNS(C)(=O)=O)cc1
56	102	-5	-45	103	99	-2	0	-3	-6	3	0	CN1CCN(S(=O)(=O)c2ccc(NC(=S)NC(=O)C3CCC3)cc2)CC1
57	80	0	-17	89	79	0	0	0	-4	2	0	COc1ccc(NC(=O)c2ccccc2Cl)cc1NC(=O)CN1CCOCC1
58	102	-7	-29	90	116	0	18	-6	-36	22	-6	COc1ccc(C2CC(=O)N3CN(c4ccccc4F)CSC3=C2C#N)cc1OC (centres undefined)
59	98	-2	-10	100	100	-1	-2	-5	-3	-4	-1	O=C(CSc1nncc2ccccc12)N1CCOCC1
60	91	-2	-17	93	92	-1	-11	-10	-8	10	-6	O=S(=O)(c1cccc2c(S(=O)(=O)N3CCCC3)cccc12)N1CCCC1

Later entries.
item	RGS4-Gao reg	Bim-Mcl-1	Mcl1-Bid inh	RGS8-Gao reg	RGS7-Gao	Bcl-W Bim block	Bim-Bfl-1	Bim-Bcl-2	Bcl-B Bim block	Mcl1 Noxa PPI	Bcl-XL Bim block	SMILES
61	102	-1	-24	102	101	0	1	1	2	0	-3	CCOc1ccc(N/C=C/C(=O)c2ccc3ccccc3c2)c([N+](=O)[O-])c1
62	104	-3	-30	103	104	-2	-3	-1	-5	2	-1	Cc1ccccc1C(O)c1cccnc1 (centres undefined)
63	103	-3	-17	104	102	-5	-6	-2	-5	15	-8	COc1ccccc1N1CCN(C2CC(=O)N(C)C2=O)CC1 (centres undefined)
64	97	-1	-16	97	92	-1	-1	-3	0	5	-1	Cc1cc(C(C)(C)C)oc1C(=O)N(CC(=O)NC1CCCC1)c1c(C)cccc1C
65	98	x	-18	102	u	x	x	x	x	11	x	O=C(CSc1n[nH]c(=O)[nH]c1=O)N1CCCCCC1
66	97	0	-10	101	94	1	-10	-12	-7	10	-5	COc1ccc(C2(CNC(=O)CCC(=O)O)CCCC2)cc1OC
67	107	-5	-32	123	111	-5	-3	-1	-2	24	-3	CCCCN(CCCNC(=O)c1ccc2nc(N3CCOCC3)sc2c1)Cc1ccccc1
68	105	-6	-32	104	106	-5	-4	-5	-4	7	-5	Brc1ccccc1/C=N/Nc1ccc2ccccc2n1
69	95	-4	-37	95	91	-1	2	0	-10	7	-8	O=C(CNC(=O)c1cccs1)c1ccc([N+](=O)[O-])cc1
